# Assay outcomes (PubChem)
# COUP-TFII inh: blocks human COUP-TFII nuclear receptor; P24468; HEK293T NGFI-A luciferase reporter, luminescence; inhibition, % at 8.6 µM; 370,000 tested, 0.7% active; AID 686940;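 active = inhibition above a per-plate cutoff, mean inhibition of test wells between control levels plus 3 SD, cut at about 38% in these data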;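 note: cells cotransfected with COUP-TFII expression vector driving the NGFI-A reporter; 0% = median of COUP-TF2 test wells and 100% = reporter-only cells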
# NCOA1 inh: human NCOA1 inhibition. Q15788. HEK293 GAL4-SRC1 luciferase reporter, luminescence. inhibition, % at 3.6 µM. 360,000 tested, 0.12% active;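 active = inhibition above the campaign mean plus 3 SD, with each screening campaign given its own cutoff, cut at about 60% in these data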;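 note: 0% = DMSO treated cells and 100% = gossypol at 36 µM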
# C8 TRAIL sens: sensitizes caspase-8 expressing cells to TRAIL | 360,000 tested, 1% active | inhibition (viability loss, TRAIL sensitization), % at 10 µM | NB7+C8 cells + TRAIL, ATPlite viability luminescence;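 active = compounds causing at least 50% loss of cell viability in the single-dose screen, relative to plate controls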
# LRH-1 inv ag: suppresses constitutive activity of human LRH-1. HEK293T StAR-luciferase reporter, LRH-1 transfected, 24 h. O00482. inhibition, % at 3.6 µM. 360,000 tested, 0.13% active;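 active = inhibition above the mean inhibition of all tested compounds plus 3 SD, cut at about 73% in these data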;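 note: 0% = DMSO wells and 100% = reporter-only cells lacking LRH-1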
# Target sequence (O00482 whole entry, looked up): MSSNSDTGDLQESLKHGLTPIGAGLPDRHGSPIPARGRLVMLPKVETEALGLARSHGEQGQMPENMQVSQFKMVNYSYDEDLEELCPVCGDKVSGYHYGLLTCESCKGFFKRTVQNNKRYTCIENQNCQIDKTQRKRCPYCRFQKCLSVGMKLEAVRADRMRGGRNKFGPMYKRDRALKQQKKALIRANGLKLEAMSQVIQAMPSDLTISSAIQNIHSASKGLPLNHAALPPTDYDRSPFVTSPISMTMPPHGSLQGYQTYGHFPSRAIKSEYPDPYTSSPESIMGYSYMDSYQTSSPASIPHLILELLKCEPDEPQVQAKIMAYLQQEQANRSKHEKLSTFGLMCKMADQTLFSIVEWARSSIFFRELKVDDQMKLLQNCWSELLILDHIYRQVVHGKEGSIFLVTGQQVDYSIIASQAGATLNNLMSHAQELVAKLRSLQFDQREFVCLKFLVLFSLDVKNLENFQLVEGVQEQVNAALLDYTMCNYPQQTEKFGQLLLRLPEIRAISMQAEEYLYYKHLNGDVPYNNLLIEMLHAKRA
# SRC3 inh: human NCOA3 inhibition; Q9Y6Q9; 360,000 tested, 0.17% active; HEK293 GAL4-SRC3 luciferase reporter, luminescence; inhibition, % at 3.6 µM;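 active = inhibition above a per-campaign cutoff, the mean of all compounds plus 3 SD, cut at about 60% in these data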;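 note: 0% = DMSO-treated cells and 100% = gossypol-treated cells at 36 µM; higher means less SRC3-driven luciferase light from the GAL4 reporter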
# TLR9-MyD88 block: blocks human TLR9 binding to MyD88 | Q9NR96+Q99836 | CHO BLA complementation TLR9-MyD88, CCF4 FRET ratio | inhibition, % at 4.98 µM | 340,000 tested, 0.21% active;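 active = inhibition above the mean over all tested compounds plus 3 SD, cut at about 21% in these data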;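 note: 0% = DMSO only wells and 100% = clavulanate BLA inhibitor control wells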
# Vif inh: inhibitors of HIV Vif; HEK293T cells, Vif self-association by quenched fluorescence, imaging, 24 h; inhibition, % at 7.49 µM; 340,000 tested, 0.35% active; AID 602346; in the data active = inhibition above about 50%, passing the limit was not always enough; inconclusive = no clear call, values can overlap the other calls; inactive = below about 31%; note: some results filed as inactive read as strong as hits
# TROY signal inh: inhibitors of TROY-dependent NF-kB signaling. Q293 LMP1-TROYcd NF-kB luciferase reporter, 4 h. inhibition, % at 10 µM. 360,000 tested, 0.98% active;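 active = compounds whose plate-normalised and pattern-corrected inhibition of the luciferase reporter signal at the single screening dose is 50% or more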
# NOD2 RIPK2 PPI: blocks binding of human NOD2 to RIPK2; CHO BLA complementation NOD2-RIPK2, CCF4 ratio; inhibition, % at 4.98 µM; 360,000 tested, 0.38% active; AID 624267; in the data active = inhibition above about 21%;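 note: 0% = vehicle only and 100% = reference blocker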
# Target sequence (O43353 whole entry, looked up): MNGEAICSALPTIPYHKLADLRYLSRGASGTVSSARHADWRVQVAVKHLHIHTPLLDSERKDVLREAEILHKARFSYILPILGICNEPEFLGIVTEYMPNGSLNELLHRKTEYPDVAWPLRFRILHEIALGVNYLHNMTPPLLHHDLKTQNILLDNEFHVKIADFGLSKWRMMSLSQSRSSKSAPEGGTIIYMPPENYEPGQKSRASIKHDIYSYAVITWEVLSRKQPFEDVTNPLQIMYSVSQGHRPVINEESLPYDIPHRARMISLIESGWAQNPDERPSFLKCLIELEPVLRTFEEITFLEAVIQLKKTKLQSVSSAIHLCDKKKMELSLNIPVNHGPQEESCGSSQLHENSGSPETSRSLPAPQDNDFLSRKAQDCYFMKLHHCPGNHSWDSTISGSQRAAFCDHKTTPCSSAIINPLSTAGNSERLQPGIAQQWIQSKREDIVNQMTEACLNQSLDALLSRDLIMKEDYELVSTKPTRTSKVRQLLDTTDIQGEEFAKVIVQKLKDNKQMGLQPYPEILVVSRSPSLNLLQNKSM
# SRC2 inh: human SRC2 (NCOA2) inhibition; Q15596; HEK293 GAL4-SRC2 luciferase reporter, luminescence; inhibition, % at 9 µM; 370,000 tested, 0.17% active;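 active = inhibition above the mean inhibition of all tested compounds plus 3 SD, set per campaign, cut at about 52% in these data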;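 note: 0% = DMSO treated cells and 100% = cells given Gossypol at 36 µM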
# EBV LMP1 NFkB: inhibitors of Epstein-Barr LMP1-induced NF-kappaB reporter; LMP1-induced NF-kappaB luciferase reporter cells, luminescence; inhibition, % at 12.5 µM; 350,000 tested, 0.69% active; AID 504558; in the data active = inhibition above about 41%; inconclusive = no clear call, values can overlap the other calls;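 note: 0% = neutral control wells and 100% = reference inhibitor control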
# * marks the source's active call; other numbers are inactive results; ? = inconclusive; . = not tested or not shown. This is a subset (hit frequency here may not be typical).
SMILES,COUP-TFII inh,NCOA1 inh,C8 TRAIL sens,LRH-1 inv ag,SRC3 inh,TLR9-MyD88 block,Vif inh,TROY signal inh,NOD2 RIPK2 PPI,SRC2 inh,EBV LMP1 NFkB
O=c1ccc(-c2nc3ccccc3n2Cc2ccccc2Cl)c[nH]1,-2,6,-1,13,-8,-2,4,9,-4,-5,4
CCCCCN1CC(=O)N2Cc3[nH]c4ccccc4c3C[C@H]2C1=O,7,19,-3,-18,13,-18,2,-13,0,4,5
COc1ccc(CN2CCNC(=O)C2CC(=O)NCC2CCOCC2)c(F)c1 (centres undefined),-3,18,-1,13,2,1,.,4,1,-4,-4
CCN(CC)S(=O)(=O)c1ccc(-c2cn3ccccc3n2)cc1,-15,-15,-13,-37,-40,-3,-4,-49,-2,-39,-8
C=CCSc1ncc(CO)n1Cc1ccccc1,16,4,-1,5,12,-12,2,21,-6,-18,-3
COc1ccccc1NC(=O)C(C)OC(=O)CCSc1ccc(F)cc1 (centres undefined),-20,-4,-10,7,9,9,6,-4,7,10,-8
COc1ccc(-c2csc3ncnc(NCCCO)c23)cc1,44*,67*,4,24,59,-7,-18,35,2,20,52*
CCOC(=O)N1CCN(S(=O)(=O)N2CCCC(C(=O)NCc3ccc(OC)cc3)C2)CC1 (centres undefined),-7,-7,-9,-4,4,-9,21,-5,-22,-5,-9
CSc1ncccc1C(=O)OCC(=O)c1ccccc1Br,-6,-10,-20,-15,2,13,1,-55,2,12,-2
CC(=O)c1ccc(NC(=O)c2ccn[nH]2)cc1,-49,-103,48,-124,-87,-2,2,-43,0,-57,-1
CC/C(=N\N=C1\SC(C)C(=O)N1Cc1ccco1)c1ccccc1 (centres undefined),-18,10,7,31,13,-3,-1,-23,0,-1,2
c1csc(-c2nnc(COc3ncnc4sccc34)o2)c1,11,-2,-4,-1,-11,-4,-3,-21,3,-19,-4
CCOC(=O)N1CCN(S(=O)(=O)c2ccc(C)cc2)C1c1ccc(OC)cc1 (centres undefined),9,-3,-16,-6,-16,-1,-1,3,-1,15,-4
CCc1ccc(C2C3=C(CC(C)(C)CC3=O)Nc3c2c(=O)[nH]c2nc(C)nn32)cc1 (centres undefined),12,12,5,15,12,-6,5,-20,1,-6,-3
COCCCNC(=O)CN1C(=O)CSc2ncccc21,14,-9,-3,-8,-26,-12,1,-14,-1,-13,2
Cc1ccc(S(=O)(=O)N2CCN(C(=O)CCOc3ccccc3C)CC2)cc1C,-6,8,7,-22,-1,-6,-5,4,17,6,-10
C/C(=C/c1oc2ccc(O)cc2c1[N+](=O)[O-])N(C)C,-2,-30,0,3,-75,-7,.,1,-13,-13,-1
O=C(c1ccc(CN2CCOCC2)cc1)N1CCC(Cc2ccccc2)CC1,-14,-24,12,4,-21,2,-7,2,-3,15,32
COc1ccc(NC(C)=O)cc1S(=O)(=O)Nc1ccccc1C(=O)N1CCCC1,10,-8,2,-13,0,2,3,-7,2,-9,2
CC(Oc1ccc(Cl)cc1Cl)c1nc(-c2ccc(NC(=O)c3cccnc3)cc2)no1 (centres undefined),-20,-2,15,-10,-7,-3,27,41,-1,6,-12
CCNC(=O)NC(=O)COC(=O)CCCc1nc2ccccc2s1,-22,-5,-17,7,16,2,-4,9,3,-8,4
CCC(C(=O)NC1CCCC1)n1c(C2CC2)nc2ccccc21 (centres undefined),3,.,17,-10,.,.,.,.,-5,-13,.
Nc1nc(Nc2ccc(Cl)cc2)c(NC=O)c(=O)[nH]1,8,10,2,2,8,.,3,-7,1,5,.
Cc1cccc(C(=O)N2CCC(c3nc4ccccc4s3)CC2)c1,4,-6,-9,3,-2,-6,-2,3,-14,10,4
Nc1cc(N)nc(SCC(=O)NNC(=O)c2ccc(Cl)cc2)n1,-15,-10,-21,16,1,-2,1,1,1,13,2
# The list goes on.
SMILES,COUP-TFII inh,NCOA1 inh,C8 TRAIL sens,LRH-1 inv ag,SRC3 inh,TLR9-MyD88 block,Vif inh,TROY signal inh,NOD2 RIPK2 PPI,SRC2 inh,EBV LMP1 NFkB
Cc1ccccc1S(=O)(=O)Cc1ccc(C(=O)NCCCOC(C)C)o1,-11,16,-9,14,-5,-1,-12,-12,-8,10,-1
CCCCOCCCNC(=O)N[C@@H](CCSC)C(=O)OC,7,-2,-6,-20,-14,-2,.,-24,6,-4,-11
O=C1CC(c2ccccc2)CC2=C1CN(C1CCCCC1)CN2 (centres undefined),6,2,8,-3,-8,5,1,26,5,2,5
CC1CCOC2(O1)C(=O)N(CN1CCN(c3cccc(Cl)c3)CC1)c1ccccc12 (centres undefined),1,-3,3,-1,-6,-10,1,-1,-16,4,-1
Cc1ccc(C(=O)C2CCOC(C)(C)C2)cc1 (centres undefined),1,5,3,-8,3,0,2,-2,-2,7,0
O=C(NCC1(O)CCCCC1)C1CCC(=O)N(Cc2ccccc2F)C1 (centres undefined),10,-17,-4,12,0,8,0,-12,-2,-1,-5
COc1ccccc1NC(=O)CN1CCN(CC(=O)Nc2ccc(C)c(F)c2)CC1,9,6,1,-7,-24,-29,-1,18,-1,19,7
CCn1nc(NC(=O)c2ccncc2)c2cc3ccccc3nc21,0,5,-2,17,5,-5,-6,6,-9,-26,1
CC(C)CNC(=O)c1cccc(NC(=O)C2CCCO2)c1 (centres undefined),-6,-4,-27,6,3,-8,2,3,-6,5,-6
CCOc1ccc(C)cc1S(=O)(=O)NC1CCCCCC1,7,-11,4,-14,-14,3,-1,1,-3,2,2
COc1ccc(C(C(=O)NC2CCCCC2)N(C(=O)c2ccco2)c2ccccc2C(C)=O)cc1OC (centres undefined),-3,11,2,-2,-10,-6,18,-18,-17,-1,1
O=C(N/N=C/c1ccccn1)C12CC3CC(CC(C3)C1)C2,3,-11,-13,-17,-13,-3,-2,13,-6,2,-5
O=C1CCCC(=O)N1c1ccc(N2CCN(c3ccccc3)CC2)c([N+](=O)[O-])c1,19,-4,8,17,14,3,7,5,-3,-20,-8
C/C(=N\NC(=O)c1cccc(Cl)c1)c1cccc(NC(=O)c2ccco2)c1,-20,-83,4,-110,-60,-4,-14,-32,-7,-35,-7
NC(=S)N/N=C/c1ccccc1OCc1cccc(Cl)c1,.,2,6,-19,32,-7,-1,4,4,.,9
Cc1ccc(S(=O)(=O)Nc2ccc(-n3cnnn3)cc2)c(C)c1,3,-5,-5,-7,-8,0,19,2,-3,14,-6
O=C(c1cccs1)n1cc(C(=S)N2CCOCC2)c2ccccc21,0,4,-8,1,9,-6,-2,-9,9,-7,8
COc1cc(C(C)=O)ccc1Oc1cnccn1,10,0,-12,19,19,6,7,-10,0,1,-2
CCOC(=O)c1ccccc1CN1C(=O)c2ccccc2S1(=O)=O,16,2,-25,1,-2,-3,-4,-5,-7,-5,7
COc1ccc(CC(=O)Nc2cc(=O)n(C)c(=O)n2C)cc1,1,-5,6,25,12,10,.,6,0,3,-1
Cc1ccc2oc3c(c(=O)c2c1)C(c1cccc(Br)c1)N(Cc1ccco1)C3=O (centres undefined),5,-9,20,-16,12,1,3,23,1,-20,-9
O=C(O)C1C2C=CC(C2)C1C(=O)NCCc1cccc(Cl)c1 (centres undefined),-1,10,-23,-17,4,-11,-4,-9,-7,-15,-2
O=C1C(=O)N(CCCN2CCOCC2)C(c2ccc(F)cc2)/C1=C(\O)c1ccc2c(c1)OCCO2 (centres undefined),0,-12,5,-5,-19,0,3,-12,-14,-20,3
CN(CCCC1CCCC1)C(=O)c1cc(COc2c(F)cccc2F)on1,-9,-59,-2,15,15,-5,-5,-1,-1,-5,-1
CC(C)c1cccc(C(C)C)c1OCCCCN1CCCC1,1,-12,2,-12,0,-4,3,15,0,6,-3
# Continuation.
SMILES,COUP-TFII inh,NCOA1 inh,C8 TRAIL sens,LRH-1 inv ag,SRC3 inh,TLR9-MyD88 block,Vif inh,TROY signal inh,NOD2 RIPK2 PPI,SRC2 inh,EBV LMP1 NFkB
Cc1cccc(CN2CCN(CC(=O)O)C2=O)c1,8,-19,-16,0,21,0,6,-5,-2,2,8
Cc1ccc(N(CC(=O)NCc2ccco2)C(=O)CCC(=O)Nc2nccs2)c(C)c1,10,11,-10,-14,-24,2,-7,-15,-3,3,6
CCC(C)NC(=O)C1=CCN(S(=O)(=O)c2ccc(C)cc2)CC1 (centres undefined),-9,-8,-15,-5,-5,-5,-6,5,-24,-22,8
O=C(O)c1ccc(-n2cccn2)nc1,1,-1,1,-4,-1,-1,3,-11,-9,-22,0
COCCCNC(=S)N1CCCN(c2nc3cc(C)c(C)cc3cc2C#N)CC1,28,-7,15,-5,-2,9,-6,-6,-2,-1,14
COC(=O)c1scc(C)c1NC(=O)CSc1ccc(Cl)cc1,12,-4,-7,-12,5,7,-7,-7,-1,18,2
COc1ccc(C)cc1NC(=O)CSc1nnc(-c2ccccn2)n1Cc1ccco1,-5,-13,-25,6,16,4,-1,13,3,-17,-11
CCCCCNC(=O)c1cccnc1SCC(=O)Nc1ccccc1OC,-4,5,11,0,17,-4,-7,3,-4,1,-13
Cc1cccc(S(=O)(=O)NC(=O)C2(C)CCN2C(=O)c2cccc(F)c2)c1 (centres undefined),7,-49,-6,1,-17,.,?,12,-18,-5,.
COc1cc(CCC(=O)OCC(=O)Nc2ncc(Cl)cc2Cl)cc(OC)c1OC,5,4,-4,5,8,0,6,-6,-10,-6,-4
O=C1CS/C(=N/N=C/c2ccccc2OS(=O)(=O)c2ccccc2)N1,-23,6,-2,17,17,-4,-4,7,3,-7,4
CC1Cc2ccccc2N1C(=O)CSc1nnc2c(n1)[nH]c1ccccc12 (centres undefined),3,11,30,3,8,3,6,-1,-2,-9,6
O=C(c1ccco1)N1CCN(c2ncnc3scc(-c4cccs4)c23)CC1,.,4,7,-19,26,8,-12,13,1,.,-3
CC(C)C(=O)NC(NCC1CCCO1)C(Cl)(Cl)Cl (centres undefined),-2,-11,-11,-26,-11,-5,-5,-1,1,6,1
COc1ccc(CNC(=O)c2c(-c3c(F)cccc3Cl)noc2C)cc1,14,8,0,-24,-17,-3,.,-4,-9,-8,3
COc1cc(/C=N\NC(=O)C2COc3ccccc3O2)cc(OC)c1O (centres undefined),5,-89,-5,0,-9,-8,-4,-4,-5,-5,1
COc1cccc(/C(O)=C2/C(=O)C(=O)N(c3cc(C)on3)C2c2cccs2)c1 (centres undefined),4,-26,1,-20,-12,-3,-1,-7,4,-48,1
CCC(C)NC(=O)c1ccccc1SC (centres undefined),-10,2,-1,10,-3,4,6,-23,-14,-8,-3
CN(C)S(=O)(=O)c1ccc(N2CCCC2)c(C(=O)Nc2nc3ccc(F)cc3s2)c1,0,-32,-7,14,-3,4,8,-21,-10,-32,-33

# In a second layout: 2 of the compounds above
COC(=O)c1scc(C)c1NC(=O)CSc1ccc(Cl)cc1
  COUP-TFII inh: 12 | NCOA1 inh: -4 | C8 TRAIL sens: -7 | LRH-1 inv ag: -12 | SRC3 inh: 5 | TLR9-MyD88 block: 7 | Vif inh: -7 | TROY signal inh: -7 | NOD2 RIPK2 PPI: -1 | SRC2 inh: 18 | EBV LMP1 NFkB: 2

CC(C)C(=O)NC(NCC1CCCO1)C(Cl)(Cl)Cl (centres undefined)
  COUP-TFII inh: -2 | NCOA1 inh: -11 | C8 TRAIL sens: -11 | LRH-1 inv ag: -26 | SRC3 inh: -11 | TLR9-MyD88 block: -5 | Vif inh: -5 | TROY signal inh: -1 | NOD2 RIPK2 PPI: 1 | SRC2 inh: 6 | EBV LMP1 NFkB: 1
